# TRPN1 ag = activates the zebrafish TRPN1 channel; HEK293 zebrafish TRPN1-YFP, Fluo-8 calcium fluorescence; 100% = response to 87 µM carbachol; activation, % at 3 µM; 220,000 compounds, 0.18% hits; AID 1424;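 active = activation above its plate's cutoff, the mean activation of test wells on that plate plus 3 SD, cut at about 19% in these data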;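 note: 0% = DMSO alone and 100% = 87 µM carbachol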
#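 System: zebrafish TRPN1-YFP in HEK293 cells / Dosing: 3 µM single point / Timing: dye loading 1 h at 37 °C, then 30 min room temperature / Signal: Fluo-8 calcium fluorescence, excitation 470-495 nm, emission 515-575 nm / Read-out basis: percent activation from peak over basal fluorescence ratio, control-normalized / Control set: high carbachol 87 µM, low DMSO alone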
# MDM2 E3 inh = inhibitors of human Mdm2 E3 ubiquitin ligase. Q00987. cell-based MDM2 ubiquitination luciferase reporter, 2 h; 0 = plate control, 100 = twice control, blank-subtracted. signal enhancement, % at 5 µM. 210,000 compounds, 0.11% hits. AID 1230;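 active = signal enhancement of 30% or more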;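 note: luminescence tracks abundance of the self-degrading MDM2-luciferase fusion protein; higher signal means inhibition of MDM2 E3 ligase activity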
#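 Assay system: mammalian cells stably expressing self-ubiquitinating, self-degrading MDM2 E3–luciferase fusion. Quantity: 2000 cells in each well. Medium: DMEM culture medium. Compound dosing: single-point 5 µM. Timing: cell settling 4 h, compound treatment 2 h, both 37 °C. Technique: luciferase luminescence. Read-out basis: percent signal gain over controls, blank-subtracted. Benchmarks: plate controls and plate blanks.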
# NCF1 inh = inhibitors of human p47phox binding; inhibition, % at 24.7 µM; P14598; p47phox/p22phox peptide binding, fluorescence polarization, 2 h; 220,000 compounds, 0.53% hits;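 active = inhibition above about 30%, limit read from the data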;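 note: 0% = p47phox with labelled peptide and 100% = labelled peptide alone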
# Target sequence (P14598 whole entry, looked up): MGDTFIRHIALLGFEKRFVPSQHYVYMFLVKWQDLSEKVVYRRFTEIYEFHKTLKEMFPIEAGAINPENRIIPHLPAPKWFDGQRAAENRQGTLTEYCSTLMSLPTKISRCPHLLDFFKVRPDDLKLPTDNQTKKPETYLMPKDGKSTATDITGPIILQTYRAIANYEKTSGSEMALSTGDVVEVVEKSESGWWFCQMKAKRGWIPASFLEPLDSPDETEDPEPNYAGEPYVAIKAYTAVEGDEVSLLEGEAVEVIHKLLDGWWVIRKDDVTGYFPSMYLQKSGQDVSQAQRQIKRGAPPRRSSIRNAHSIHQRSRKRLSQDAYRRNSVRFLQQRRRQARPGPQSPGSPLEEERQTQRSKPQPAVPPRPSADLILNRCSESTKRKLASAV
# EBV gp42 inh = EBV gp42 inhibition; Fluorescence polarization binding assay, mP read-out; inhibition, % (tested at 21.74 µM); 220,000 compounds, 0.42% hits; AID 1085; in the data active = inhibition above about 50%
# Target sequence (Q1HVG2 whole entry, looked up): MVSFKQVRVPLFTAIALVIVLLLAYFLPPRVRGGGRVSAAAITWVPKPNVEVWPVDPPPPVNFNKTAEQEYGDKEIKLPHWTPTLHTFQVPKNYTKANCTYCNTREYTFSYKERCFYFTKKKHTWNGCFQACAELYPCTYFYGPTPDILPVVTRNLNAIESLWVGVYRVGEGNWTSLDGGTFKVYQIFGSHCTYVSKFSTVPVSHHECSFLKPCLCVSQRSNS
# TNF death inh = blocks TNF-alpha induced death of Jurkat FADD-/- cells | Jurkat FADD-/- TNF necroptosis rescue, ATP luminescence, 24 h; 0 = TNF only, 100 = no-TNF cells | activation (protection from cell death), % at 10 µM | 220,000 compounds, 0.068% hits | AID 463075;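 active = activation, meaning protection from cell death, of at least 50% relative to plate controls; inactive = activation below 50%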;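 note: necroptosis triggered by 40 ng/mL TNF-alpha added together with compound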
# CHOP inh = blocks CHOP induction under ER stress; inhibition, % at 10 µM; CHO-K1 CHOP-promoter luciferase, tunicamycin-induced, 15-18 h; 220,000 compounds, 3.8% hits; AID 2732;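 active = compounds that reduced the stress-induced luciferase reporter signal by more than about 70% of percent inhibition, limit read from the data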;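 note: 0% = tunicamycin plus vehicle and 100% = wells without tunicamycin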
# PPC-1+TRAIL kill = kills PPC-1 cancer cells in the presence of TRAIL | PPC-1 cells + TRAIL, ATPLite viability luminescence | cell killing (% activity), % at 4 µM | 220,000 compounds, 0.41% hits;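 active = cell killing above 50% in the first pass at 4 µM, then a duplicate retest at 5 µM averaging 50% or more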;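 note: plate controls were cells with TRAIL plus DMSO for no effect and medium-only wells lacking cells for full effect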
# TRPML3 agonist = activates the human TRPML3 channel | Q8TDD5 | HEK293 TRPML3-YFP, Fluo-8 calcium fluorescence; 100% = the carbachol control signal | activation, % at 3 µM | 220,000 compounds, 0.29% hits | AID 1448;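 active = activation above its plate's cutoff, the mean activation of the plate's test wells plus 3 SD, cut at about 12% in these data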;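 note: 0% = DMSO only wells and 100% = carbachol wells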
#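 system = HEK293 cells stably carrying human TRPML3-YFP | doses = one concentration, 3 µM nominal, 0.3% DMSO | timing = dye loading 1 h 37 °C then 30 min ambient, 125 s read | detection = Fluo-8 calcium dye fluorescence, ex 470-495, em 515-575 nm | benchmarks = high control carbachol 87 µM, low control DMSO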
# Runt-SMMHC FRET = inhibitors of human RUNX1 Runt domain binding to CBFb-SMMHC. Cerulean-Runt/Venus-CBFb-SMMHC FRET ratio 530/480, 1 h. inhibition, % at 20 µM. 220,000 compounds, 0.74% hits. AID 1434;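 active = mean inhibition across duplicate retests at 20 µM reaching about 50%, limit read from the data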;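 note: 0% = DMSO wells and 100% = wells with excess untagged CBFb-SMMHC; inhibitors lower the FRET ratio by blocking Runt binding to CBFb-SMMHC; some results filed as inactive read as strong as hits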
# The depositor's hits bear a star; . = not tested or not shown; [ ] = another dose, or the depositor's remark. Compounds were not picked by outcome. About 5.9% of those tested had a hit in this group.
SMILES	TRPN1 ag	MDM2 E3 inh	NCF1 inh	EBV gp42 inh	TNF death inh	CHOP inh	PPC-1+TRAIL kill	TRPML3 agonist	Runt-SMMHC FRET
CN1CCN(S(=O)(=O)c2ccc(NC(=O)Cc3cccs3)cc2)CC1	0.1	-2.8	-21.9	-21.7	0.6	12.1	-7.9	1.0	4.7
Nc1nc(Cl)nc2ccc(Br)cc12	-1.4	-22.0	-40.4	-21.6	2.6	18.8	-0.6	0.7	-23.0
COc1ccc(N2CCCn3c2nc2c3c(=O)n(Cc3ccccc3F)c(=O)n2C)c(OC)c1	-0.3	1.6	-9.7	-19.8	-3.7	31.5	-10.2	-0.4	-4.5
O=C(c1ccc(NS(=O)(=O)c2cccc3cccnc23)cc1)N1CCCCC1	2.6	-13.3	-5.4	8.3	-1.0	2.7	12.9	0.4	0.2
Cc1nc2c(-c3ccc(F)cc3)c(C)nn2c(C)c1CCC(=O)Nc1ccccc1	0.8	-2.5	-5.0	-16.2	4.0	42.8	-21.9	-0.3	-5.6
C=C1c2ccccc2NC(=S)N1Cc1ccc2c(c1)OCO2	0.8	-26.8	-10.0	-13.1	0.8	-3.5	30.5	0.0	-2.7
N#Cc1ccc(Oc2cc(C(F)(F)F)nc(-c3ccccn3)n2)cc1	1.2	-17.0	1.5	-7.8	-0.6	24.0	6.6	0.2	1.9
O=C(c1cccc(F)c1)N1CCN(C(=O)c2cc(-c3ccc(Cl)cc3Cl)on2)CC1	-0.3	-18.0	-10.3	-7.8	-4.6	74.4*	25.4	-0.8	1.2
CCNC(=S)N/N=C(\C)c1cccc(C(F)(F)F)c1	-2.5	4.9	-5.8	-7.2	0.2	58.2	5.9	-0.7	1.9
Cc1ccc(NC(=O)C(C)OC(=O)c2ccc(NS(=O)(=O)c3ccc(F)c(F)c3)cc2)cc1 (centres undefined)	0.7	1.7	-21.5	-4.8	5.2	-33.0	38.0	0.4	3.9
O=C1CCC([N+](=O)[O-])C(c2ccc3c(c2)OCO3)N1 (centres undefined)	2.0	-7.2	-3.2	6.8	0.3	-1.7	-7.1	1.0	3.4
C/C(=N\NC(=O)CCCNc1cccc(C)c1)c1ccncc1	0.1	1.1	-137.0	-23.3	1.0	4.5	13.3	0.5	0.8
COc1ccccc1CCNS(=O)(=O)c1c(C)n(C)c(=O)n(C)c1=O	0.3	-17.8	-11.9	-6.8	1.3	-16.7	31.2	0.2	-2.0
CC(=O)c1cc2c(C)cc(=O)oc2cc1O	-0.2	-10.2	-1.2	-16.9	1.8	16.4	10.8	0.4	50.7
CCN(CC)S(=O)(=O)c1ccc(C(=O)NCc2ccc3[nH]c4c(c3c2)CCCC4)cc1	-0.1	.	-13.6	-10.8	3.5	67.9	-14.4	0.7	-14.5
CCN1CCN(C(=S)NCCc2ccccc2)CC1	-1.1	-18.7	-2.9	-4.8	-1.3	-11.9	-2.2	0.1	2.7
O=C(O)CC1SC(=Nc2ccccc2)N(c2ccccc2)C1=O (centres undefined)	-0.3	-16.9	-0.1	-28.8	0.7	-13.4	-11.0	0.8	-2.3
COc1cc(CNc2ccc(CNc3ncn[nH]3)cc2)ccc1OCc1ccccc1	-0.3	-12.5	-5.7	12.9	-2.3	22.1	11.4	-0.6	-0.7
CCOC(=O)C1CCCN(S(=O)(=O)c2ccc(OC)cc2)C1 (centres undefined)	0.0	-7.0	-18.2	-10.5	-0.2	22.0	13.5	-0.1	-1.7
CCc1c(C)nc2c(C#N)c[nH]n2c1=O	0.8	-10.4	-25.0	1.3	0.4	1.4	18.7	0.0	1.6
CCOC(=O)/C=C/C(=O)Nc1ccccc1C(=O)NC1CCCCC1	2.5	-6.8	6.2	3.0	-4.9	-39.0	19.7	0.6	2.1
Cn1c(SCc2cc(=O)[nH]c(C(C)(C)C)n2)nnc1C(F)(F)F	1.0	-11.0	-12.2	-4.1	-1.7	-11.0	14.6	1.2	-2.0
N#CC1=C(N)NC(SCC(=O)c2ccc(Br)cc2)=C(C#N)C12CCCCC2	2.9	-1.7	-32.1	-1.0	3.1	32.4	37.5	-0.1	-0.8
COc1ccc(NC(=O)c2cc3n(n2)C(C(F)(F)F)CC(c2ccc4c(c2)OCO4)N3)cc1OC (centres undefined)	2.9	-6.1	-12.6	0.7	-0.6	62.4	.	0.7	-40.6
CCn1c(CSc2nc(C)cc(C)n2)nnc1SCC(=O)Nc1nc(-c2ccccc2)cs1	0.2	-8.2	-0.1	-13.8	-5.2	9.5	6.3	1.0	-2.1
C(=N\NC1=Nc2cccc3cccc1c23)/c1ccccc1	-0.2	-4.7	-63.9	147.7*	1.4	31.9	32.4	0.1	-27.3
C[C@@H](C(=O)NCCc1c[nH]c2ccccc12)[C@H]1C[C@]1(C)[C@H](NC(=O)OCc1ccccc1)c1ccccc1	0.7	.	-27.0	-11.1	-6.5	56.1	2.4	-0.7	2.6
O=[N+]([O-])C(=C1SCCS1)C(=C(Cl)Cl)N1CCCCC1	-0.4	-8.7	1.5	1.5	0.6	0.0	.	0.2	0.6
COc1ccccc1CNC(=O)C1CCCN(S(=O)(=O)c2cccc3cccnc23)C1 (centres undefined)	2.1	-3.4	-11.4	-19.1	0.2	34.3	-3.8	1.0	3.5
O=C1CC(c2ccc3c(c2)OCO3)c2cc3c(cc2N1)OCCO3 (centres undefined)	0.7	-5.1	-12.7	-6.5	-2.8	29.4	17.7[5 µM]	-0.1	0.1
Cc1cc(C(=O)Nc2cccc(O)c2)co1	0.3	-12.4	-42.7	-9.0	-3.0	2.0	20.0	0.6	4.4
Cc1ccc(Sc2ccc(CN3CCCCC3)cc2[N+](=O)[O-])cc1	-0.6	-23.2	0.4	13.1	-0.7	6.2	11.1	-0.3	2.2
CCOc1cc(/C=N/n2cnnc2)ccc1OC(=O)c1cccc([N+](=O)[O-])c1	-1.2	-34.5	-11.3	-13.4	-7.1	-13.8	12.4	-1.4	-9.7
COc1cc(NC(=O)c2cc3nc(C)cc(C)n3n2)c(OC)cc1Cl	0.5	-38.0	-2.2	-1.9	-2.9	18.1	5.8	0.7	-8.4
CCOc1ccc(C2=Nn3c(nnc3-c3ccco3)SC2)cc1	-1.8	-20.0	0.4	-13.6	-1.4	8.4	15.0	-1.0	28.1
Cc1cccc(OCC(=O)NNC(=O)C2CCCCC2C(=O)O)c1 (centres undefined)	2.5	-4.6	-5.9	-13.6	0.2	3.8	31.5	0.9	3.1
CCOc1ncccc1C(=O)OCc1c(F)cccc1Cl	-2.0	-2.8	-2.5	-14.3	0.5	21.0	27.3	-0.8	-4.7
COc1ccc(N(CC(=O)N/N=C/c2ccc(-c3ccc([N+](=O)[O-])cc3)o2)S(=O)(=O)c2ccc(C)cc2)cc1Cl	-0.1	-8.8	-59.8	-1.8	3.4	23.6	-4.1	1.0	-102.2
O=C1C2C3C=CC(C2C(=O)N1c1nccs1)C1C(=O)N(c2nccs2)C(=O)C31 (centres undefined)	1.2	-21.2	-12.3	-15.4	0.0	4.9	-8.0	1.1	-0.6
CCOC(=O)c1ccccc1NC(=O)c1cccs1	-1.9	-10.0	-7.4	-10.3	-0.1	91.5*	-12.3	-0.3	1.4

# Full records, quoted from the list. Order of values: TRPN1 ag | MDM2 E3 inh | NCF1 inh | EBV gp42 inh | TNF death inh | CHOP inh | PPC-1+TRAIL kill | TRPML3 agonist | Runt-SMMHC FRET
# `C[C@@H](C(=O)NCCc1c[nH]c2ccccc12)[C@H]1C[C@]1(C)[C@H](NC(=O)OCc1ccccc1)c1ccccc1` reads 0.7 | . | -27.0 | -11.1 | -6.5 | 56.1 | 2.4 | -0.7 | 2.6
# `COc1ccc(N(CC(=O)N/N=C/c2ccc(-c3ccc([N+](=O)[O-])cc3)o2)S(=O)(=O)c2ccc(C)cc2)cc1Cl` reads -0.1 | -8.8 | -59.8 | -1.8 | 3.4 | 23.6 | -4.1 | 1.0 | -102.2

# Additional results:
SMILES	TRPN1 ag	MDM2 E3 inh	NCF1 inh	EBV gp42 inh	TNF death inh	CHOP inh	PPC-1+TRAIL kill	TRPML3 agonist	Runt-SMMHC FRET
Cc1occc1-c1nnc(SCC(=O)N2CCCc3ccccc32)n1Cc1ccco1	0.0	-12.3	-7.0	-2.2	0.4	38.0	-16.8	0.5	5.4
Cc1ccc(NC(=O)C(CC(C)C)NC(N)=O)cc1 (centres undefined)	-0.4	3.9	-3.8	-7.6	1.1	27.8	4.2	0.9	0.2
O=C(Nc1nnc(-c2ccncc2)o1)c1cccc(N2C(=O)CCC2=O)c1	1.8	-24.1	-3.7	-1.8	0.2	10.2	15.3	0.8	5.0
CCOC(=O)C1=C(C)C(c2ccccc2OC)NC(=S)N1 (centres undefined)	0.3	-19.2	-0.9	-20.3	-4.5	28.3	26.0	-0.8	-3.5
O=C(CC(c1ccccc1)c1cc(Br)ccc1O)N1CCCCC1 (centres undefined)	-2.2	2.0	-4.2	5.0	-3.8	25.0	8.8	-0.7	-2.1
O=C(CSc1nnc(CNC(=O)c2cccs2)o1)NCc1ccc(F)cc1	0.1	-1.0	-9.9	2.3	-0.3	9.7	18.2	0.6	-1.1
Cc1ccc(-n2c(C)c([N+](=O)[O-])c3ccc(O)c(CN(C)C)c32)cc1	-0.8	-37.8	0.7	-0.8	5.6	53.8	28.0	0.5	3.4
O=C(Nc1ccc(Cl)cc1)N1CCCC(Cn2cccc2)C1 (centres undefined)	2.8	-17.2	-5.5	-6.6	5.2	8.2	11.7	1.1	4.9
Cc1ccc(N(C(=O)c2cnccn2)C(C(=O)NC2CCCCC2)c2ccc(O)cc2)cc1 (centres undefined)	0.9	-0.9	-2.5	-9.9	0.8	7.0	.	0.4	.
CCOC(=O)c1ccc(NC(=O)Cn2ccc([N+](=O)[O-])n2)cc1	-1.2	-5.8	-11.0	-11.9	-0.2	-8.7	28.8	0.2	1.1
S=C(NCc1ccco1)Nc1ccccn1	-0.7	-13.0	-21.0	0.4	-2.7	7.0	15.8	0.2	8.7
CCCCNC(=O)c1ccc2c(c1)N(CC)C(=O)CS2	0.2	-4.5	-16.3	-11.5	0.1	-57.9	30.4	0.0	-8.6
Cc1ccc(C(c2sc3nc(C)nn3c2O)N2CCN(C(=O)c3ccco3)CC2)cc1 (centres undefined)	-0.7	-3.0	2.5	-12.2	-1.4	11.8	-5.6	0.4	-0.4
N#CC1=C(SCc2ccc(C#N)cc2)N=C(N)C(c2nc(-c3ccccc3)cs2)C12CCCCC2 (centres undefined)	0.1	-1.6	-41.3	-29.5	1.9	62.9	-1.6	0.4	-1.7
